# BoNT F protease – BoNT/F light chain protease inhibitors, primary screen, biochemical, flow cytometry, MLPCN library; Botulinum neurotoxin type F light chain protease (Clostridium botulinum); Multiplex microsphere protease cleavage assay; inhibition, % at 10 µM; 360,000 compounds, 0.22% hits; in the data active = inhibition above about 35%, passing the limit was not always enough; inconclusive = no clear call, values can overlap the other calls; also: plate controls were buffer without enzyme for full effect and enzyme alone for no effect
# PrPC surface inh – inhibitors of human cell surface prion protein PrPC, primary screen, cell-based, TR-FRET; Major prion protein (Homo sapiens), P04156; TR-FRET read-out; AID 720596, 2013; 370,000 compounds, 0.43% hits; inhibition, % at 13.8 µM; in the data active = inhibition above about 24%; also: 0% = median of the test wells and 100% = reference compound wells
# Rv3671c protease – Rv3671c serine protease inhibitors, primary screen, biochemical, fluorescence polarization, M. tuberculosis H37Rv | P9WHR9 | inhibition, % at 5.96 µM | 320,000 compounds, 0.048% hits; in the data active = inhibition above about 38%;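 also: extracellular domain of Rv3671c used as enzyme; 0% = enzyme with DMSO and 100% = no enzyme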
# CCHFV vOTU inh – CCHFV vOTU protease inhibitors, primary screen, biochemical, Pep-AMC substrate, fluorescence. inhibition, % at 11.5 µM. 370,000 compounds, 0.55% hits; in the data active = inhibition above about 30%; also: 0% = vehicle wells with enzyme and 100% = no enzyme wells
# SARS 3CLpro inh – SARS-CoV 3CLpro protease inhibitors, primary screen, biochemical, quenched FRET; Replicase polyprotein 1ab (Severe acute respiratory syndrome coronavirus), P0C6X7; recombinant SARS-CoV 3CLpro, quenched FRET peptide cleavage; inhibition, % at 6 µM; 290,000 compounds, 0.14% hits; AID 1706, 2009; in the data active = inhibition above about 12%
# SSB-PriA inh – inhibitors of Klebsiella pneumoniae PriA binding to SSB C-terminal tail, primary screen, biochemical, AlphaScreen. AlphaScreen SSBct-PriA binding, biotinylated peptide. PriA–SSB C-terminal tail interaction (Klebsiella pneumoniae). 430,000 compounds, 0.6% hits. inhibition, % at 33 µM; in the data active = inhibition mostly above about 37%, no sharp cut-off; inactive = mostly below about 20%;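 also: plate controls were negative control peptide for no effect and reference peptide for full effect; strong numbers were not always called active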
# Anthrax LF prot – Bacillus anthracis LF protease inhibitors, primary screen, biochemical, multiplex microsphere, MLPCN library. Lethal factor (Bacillus anthracis), P15917. multiplex microsphere protease cleavage assay. inhibition, % at 10 µM. 360,000 compounds, 0.12% hits. AID 588501, 2011; also: plate controls were buffer without enzyme for full effect and enzyme alone for no effect
# Target sequence (P15917 whole entry, looked up): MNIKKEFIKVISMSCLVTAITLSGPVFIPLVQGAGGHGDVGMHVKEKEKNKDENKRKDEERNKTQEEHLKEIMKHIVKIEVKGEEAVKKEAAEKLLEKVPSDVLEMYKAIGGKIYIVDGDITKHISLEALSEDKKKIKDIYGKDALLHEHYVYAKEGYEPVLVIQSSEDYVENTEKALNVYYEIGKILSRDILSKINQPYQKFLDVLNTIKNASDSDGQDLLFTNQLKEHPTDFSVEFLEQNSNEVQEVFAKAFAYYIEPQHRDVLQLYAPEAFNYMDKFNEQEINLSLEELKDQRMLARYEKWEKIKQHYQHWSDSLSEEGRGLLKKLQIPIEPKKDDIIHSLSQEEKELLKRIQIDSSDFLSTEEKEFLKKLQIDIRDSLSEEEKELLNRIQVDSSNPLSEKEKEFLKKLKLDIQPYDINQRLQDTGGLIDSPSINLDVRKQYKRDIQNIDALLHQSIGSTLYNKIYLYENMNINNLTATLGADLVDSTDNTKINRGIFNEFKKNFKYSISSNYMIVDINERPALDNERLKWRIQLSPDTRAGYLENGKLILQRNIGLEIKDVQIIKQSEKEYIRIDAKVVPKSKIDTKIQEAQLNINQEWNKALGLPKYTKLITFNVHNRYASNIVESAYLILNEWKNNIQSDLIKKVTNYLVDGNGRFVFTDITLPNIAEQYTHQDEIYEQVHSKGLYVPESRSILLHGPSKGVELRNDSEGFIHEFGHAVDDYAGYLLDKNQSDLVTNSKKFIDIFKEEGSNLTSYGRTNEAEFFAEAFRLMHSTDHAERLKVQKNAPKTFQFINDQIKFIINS
# VHR inh abs – VHR1 phosphatase inhibitors, primary screen, biochemical, absorbance, uHTS; Dual specificity protein phosphatase 3 (Homo sapiens), P51452; recombinant VHR phosphatase, pNPP absorbance; inhibition, % at 13.3 µM; 290,000 compounds, 0.52% hits; AID 1654, 2009; in the data active = inhibition above about 50%; also: some compounds called inactive have numbers as strong as hits
# Target sequence (P51452 whole entry, looked up): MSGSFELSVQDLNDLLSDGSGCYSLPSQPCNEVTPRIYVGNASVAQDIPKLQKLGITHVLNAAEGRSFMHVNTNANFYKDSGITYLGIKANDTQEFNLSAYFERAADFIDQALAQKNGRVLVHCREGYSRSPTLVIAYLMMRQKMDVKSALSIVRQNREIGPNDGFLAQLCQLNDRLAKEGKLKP
# MazF activator – activators of E. coli MazEF toxin-antitoxin RNase, primary screen, biochemical, fluorescence, uHTS | FAM/BHQ RNA-DNA oligo cleavage fluorescence, 5 h | 350,000 compounds, 0.32% hits | Endoribonuclease toxin MazF (Escherichia coli (strain K12)), P0AE70 | activation, % at 20 µM; in the data active = activation above about 50%
# Target sequence (P0AE70 whole entry, looked up): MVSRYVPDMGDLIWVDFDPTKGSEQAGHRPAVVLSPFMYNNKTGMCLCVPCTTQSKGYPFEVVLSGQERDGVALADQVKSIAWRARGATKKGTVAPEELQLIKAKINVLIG
# BoNT A protease – BoNT/A light chain protease inhibitors, primary screen, biochemical, flow cytometry, MLPCN library; Botulinum neurotoxin type A light chain protease (Clostridium botulinum A str. ATCC 3502); multiplex microsphere protease substrate cleavage; inhibition, % at 10 µM; 360,000 compounds, 0.17% hits; also: plate controls were buffer without enzyme for full effect and enzyme alone for no effect
# Starred values were filed as active, the others as inactive; i = inactive; ? = inconclusive; / = no result given. Rule as the data show it, unless noted: active = inhibition above about 30%; inconclusive = no clear call, values can overlap the other calls; inactive = below that. A portion of the library; rates above refer to the full screens.
# The first 2 compounds as a preview:
SMILES	BoNT F protease	PrPC surface inh	Rv3671c protease	CCHFV vOTU inh	SARS 3CLpro inh	SSB-PriA inh	Anthrax LF prot	VHR inh abs	MazF activator	BoNT A protease
COc1ccc(OCCC(=O)OCC(=O)NC2CCCCC2)cc1	-4	-2	-4	-6	/	-13	-2	/	7	-0.5
O=C(NNC(=O)c1csc(N2CCOCC2)n1)c1ccc(=O)[nH]c1	5	4	7	-6	/	-7	1	/	-5	0.2

# All compounds of this part, previewed entries included:
SMILES	BoNT F protease	PrPC surface inh	Rv3671c protease	CCHFV vOTU inh	SARS 3CLpro inh	SSB-PriA inh	Anthrax LF prot	VHR inh abs	MazF activator	BoNT A protease
COc1ccc(OCCC(=O)OCC(=O)NC2CCCCC2)cc1	-4	-2	-4	-6	/	-13	-2	/	7	-0.5
O=C(NNC(=O)c1csc(N2CCOCC2)n1)c1ccc(=O)[nH]c1	5	4	7	-6	/	-7	1	/	-5	0.2
CCOC(=O)c1cc2sccc2n1CC(=O)Nc1ccc(OC)cc1OC	-3	-8	1	12	0	-7	-3	-1	4	-0.5
CCOC(=O)C1(Cc2ccccc2Cl)CCN(C(=O)c2cc(C)on2)CC1	0	-6	-7	15	-1	-10	-1	-26	-28	-0.8
O=C(c1ccc(C(F)(F)F)cc1)N1CCC(=O)N(C(COCc2ccc(C(F)(F)F)cc2)Cc2ccccc2)CC1 (configuration not stated)	0	12	-12	20	1	-8	-10	11	-2	-0.4
CC1(C(=O)NS(=O)(=O)c2ccc(C#N)cc2)CCN1C(=O)Cc1ccc(-c2ccccc2)cc1 (configuration not stated)	-6	3	/	-4	/	/	6	/	/	-0.3
CC(C)(C)OC(=O)NCCCC[C@H](NC(=O)c1nc[nH]c1C(=O)NCC(=O)OCc1ccccc1)C(=O)OC(C)(C)C	-8	6	-11	21	12	7	-4	20	8	-0.4
CC(NC(=O)CN(C)CC(=O)Nc1ccccc1Br)c1ccccc1 (configuration not stated)	5	-4	5	3	/	-2	-1	/	6	0.7
CCc1ccnc(NC(=O)NS(=O)(=O)c2ccc(C)cc2)c1	4	10	-2	8	7	-2	2	16	-3	0.3
O=C1CC(=O)Nc2cc(S(=O)(=O)N3CCN(c4ccc([N+](=O)[O-])cc4)CC3)ccc2N1	-2	-31	-4	18	1	8	-2	33	14	-2.1
CC(NC(=O)CCNS(=O)(=O)c1cccc2nonc12)c1ccccc1 (configuration not stated)	0	-13	2	6	0	1	-2	22	2	0.1
COC(=O)c1sccc1NC(=O)c1cccnc1	-10	9	-4	6	2	-17	-6	-3	4	-0.5
Cc1ccc(C(=O)Nc2cccc(O)c2)cc1S(=O)(=O)N1CCCCCC1	-16	3	-12	-3	-3	-3	1	7	-38	-0.2
Cc1cc(NS(=O)(=O)c2ccc(-c3ccccc3)cc2)no1	2	1	2	-3	-3	-2	0	4	-3	-0.3
O=C(NC1=NCCS1)C1CCCCC1	-6	2	3	7	-3	-1	0	6	-5	-0.5
O=C(O)[C@@H]1CCCN1C(=O)CCc1c[nH]c2ccccc12	5	-9	-7	-12	-5	-9	9	23	8	-0.6
Cc1c(C(=O)NC2CC(=O)N(c3ccc4c(c3)OCCO4)C2)cccc1[N+](=O)[O-] (configuration not stated)	/	0	6	3	/	-15	/	/	-3	/
C=CCn1c(-c2ccc([N+](=O)[O-])cc2)n[nH]c1=S	-4	-16	8	-1	5	1	-2	-2	-12	0.3
COCCNC(=O)C(=O)c1cc(C)n(-c2ccc([N+](=O)[O-])cc2)c1C	3	-9	-7	-4	1	10	-4	13	-6	-0.2
Cc1ccc(S(=O)(=O)N2[C@@H](c3ccccc3F)C(C(=O)O)=CC[C@H]2c2ccc3c(c2)OCO3)cc1	-7	1	-1	6	/	7	-10	/	-1	-0.4

# New compounds follow.
SMILES	BoNT F protease	PrPC surface inh	Rv3671c protease	CCHFV vOTU inh	SARS 3CLpro inh	SSB-PriA inh	Anthrax LF prot	VHR inh abs	MazF activator	BoNT A protease
O=C(c1cccs1)N1CCN(c2cccc(Cl)c2)CC1	-21	-2	2	-11	0	-6	5	10	5	-5.0
Cc1cc(C)cc(C(=O)NCC(=O)OCC(=O)Nc2cccnc2Cl)c1	-5	3	-9	2	0	0	5	17	10	-0.8
CCOC(=O)CSC1=C(C#N)C(c2ccc(C)s2)CC(=O)N1 (configuration not stated)	-9	17	0	-18	-4	-1	2	-13	-5	-0.8
Cc1ccc(NC(=O)c2cc(=O)c3ccccc3o2)c(C)c1	-5	-3	-2	4	1	-16	-1	58*	2	-0.1
Cc1ccc(CS(=O)(=O)CCC(=O)NCCCN2CCCC2=O)cc1	-2	-1	-1	-2	-1	-12	-5	10	3	-0.4
CCN(CC(=O)Nc1ccc(NC(C)=O)cc1)C(=O)Cc1c(Cl)cccc1Cl	-5	5	0	0	1	8	0	-4	0	-2.2
CCOc1cccc(N(C(=O)c2ccco2)C(C(=O)NC2CCCC2)c2cccnc2)c1 (configuration not stated)	-8	11	2	2	11	-3	-8	7	9	-2.4
CCOC(=O)/C(=N\Nc1ncnc2ccccc12)c1ccc(C)cc1	7	-12	12	17	-1	/	1	18	-19	3.5
Cc1cc(C(=O)CN2C(=O)NC3(CCC(C)CC3)C2=O)c(C)n1C (configuration not stated)	0	-7	-7	14	1	0	-5	17	7	-1.1
CCN1CCc2c(sc(N)c2C#N)C1	-26	-8	-1	-4	-1	-2	-1	6	6	11
Clc1ccc(OCc2nnc(-c3ccccc3Br)o2)c(Cl)c1	3	3	2	15	0	-57	-1	15	-3	0.5
CCOCC(=O)N1CCN(c2ccc(F)cc2)CC1	-9	-7	7	6	-3	-9	-7	-12	0	-0.2
Cc1cccc(Nc2c([N+](=O)[O-])c(=O)n(C)c3ccccc23)c1	-6	-4	3	21	3	13	-1	-4	6	2.1
C=CCN(CC=C)C(=S)NC(=O)c1ccc([N+](=O)[O-])cc1	-1	-7	-9	-1	-2	-14	-2	10	6	-0.2
Cc1oc(-c2ccc(Cl)cc2)nc1CN1CCCC(C(=O)NCc2ccccn2)C1 (configuration not stated)	1	8	1	-1	4	2	-2	29	1	0.4
COc1ccc(C2c3cc(OC)c(OC)cc3CCN2C(=O)c2ccccc2Br)cc1OC (configuration not stated)	?	10	0	-1	2	21	8	-4	0	-1.0
O=C(O)c1cccc(-c2ccc(/C=C3/SC(=Nc4ccccc4)N(Cc4cccnc4)C3=O)o2)c1	-19	-4	/	-8	1	-10	-5	27	-28	-4.2
CC(=O)OCCn1c([N+](=O)[O-])cnc1C=[N+]([O-])C1CCCCC1	1	-12	/	11	/	/	-1	/	8	0.0
CC(O)c1cccc(-c2ccc(CN3C[C@]4(CO)O[C@@H](CO)C[C@@H]4S3(=O)=O)cc2)c1 (some centres not stated)	-10	-2	/	0	/	-5	-1	/	6	-0.6
COc1ccc2c(CC(=O)Nc3ccccc3OC)coc2c1	-8	8	2	1	-1	-11	-1	-27	-10	-0.3

# (list continues)
SMILES	BoNT F protease	PrPC surface inh	Rv3671c protease	CCHFV vOTU inh	SARS 3CLpro inh	SSB-PriA inh	Anthrax LF prot	VHR inh abs	MazF activator	BoNT A protease
Nc1ccn([C@@H]2O[C@H](CNC(=O)[C@H]3CCC(=O)N3)[C@@H](O)[C@H]2O)c(=O)n1	0	1	/	-4	/	/	-7	/	3	0.1
O=C(COc1ccc(Cl)cc1)NCc1nnc(SCC(=O)N2CCCCCC2)o1	2	3	-9	-10	4	1	1	-1	7	-0.4
Cc1ccc(S(=O)(=O)N2CCN(C(=O)c3ccco3)CC2)c(C)c1	-5	1	-68	-7	3	-3	-2	28	-1	-0.9
COc1cc(C(=S)N2CCOCC2)cc(OC)c1OC(=O)c1cc([N+](=O)[O-])cc([N+](=O)[O-])c1	-4	-9	1	14	0	-5	-3	36	2	-0.4
CC(=O)c1ccc(Nc2nc(C(N)C(C)C)cs2)cc1 (configuration not stated)	-11	0	/	1	/	/	3	/	/	-0.1
COc1cc(CN2CCC(C(=O)N3CCC(C)CC3)CC2)cc(Br)c1O	6	-6	0	2	4	-10	4	6	3	-1.0
COC(=O)c1ccccc1NC(=O)c1sc(Cl)nc1C	3	-6	2	-9	-3	-16	-9	-5	16	1.5
CC(C)(C)C(=O)Nc1ccc(-c2csnn2)cc1	?	9	9	-7	5	-7	1	10	-4	?
O=C(CSc1nnc(CNc2ccc(F)cc2)n1Cc1ccccc1)NCc1ccccc1	18	-5	1	23	-4	13	-5	16	1	0.4
O=C(Nc1ccno1)Nc1ccc(Cl)cc1Cl	?	7	5	-3	-1	7	0	12	-9	?
COc1ccc(/C=N/NC(=O)c2ccco2)cc1OCc1ccccc1	/	2	4	8	6	i	/	39	-22	/
Cc1ccnc2nc(C(=O)OCCOc3cccc(Br)c3)nn12	-25	-3	-6	8	-7	-17	-2	22	5	-1.6
CC(CN1CCOCC1)OC(=O)c1ccccc1 (configuration not stated)	?	-2	8	-1	2	3	-4	4	-8	?
COC(=O)c1sc2nc(CSc3ccc(Br)cc3)[nH]c(=O)c2c1C	-1	5	-8	3	10	0	2	22	-11	0.0
CC(NS(=O)(=O)c1ccc(Br)cc1)C(=O)NCc1ccc2c(c1)OCO2 (configuration not stated)	-4	-4	-3	7	-4	-8	-4	13	14	-0.9
Cc1cc(OCCn2cnc3ccccc3c2=O)cc(C(C)C)c1	-6	-2	-3	17	4	-17	0	-4	0	-0.3
CC(C)[C@H](CN(N=O)[C@@H](Cc1ccccc1)CN(C)N=O)N(CCc1ccccc1)N=O	-5	-8	-8	-6	-5	5	-8	10	-7	0.5
N#C/C(=C\c1ccc(OCCN2CCOCC2)cc1)C(=O)Nc1ccccc1	1	4	0	-6	0	-18	-3	36	4	-0.9
Cc1ccccc1-c1nc(CN2CCC(C(=O)NC3CCCCC3)CC2)c(C)o1	5	2	3	2	-2	-7	-1	7	9	0.0
Clc1cccc(CNc2ccn3nc(-c4ccccc4Cl)cc3n2)c1	-7	-2	/	17	/	/	-8	/	/	0.2

# Additional compounds follow.
SMILES	BoNT F protease	PrPC surface inh	Rv3671c protease	CCHFV vOTU inh	SARS 3CLpro inh	SSB-PriA inh	Anthrax LF prot	VHR inh abs	MazF activator	BoNT A protease
Cc1ccc(/C=C2\OC(=O)c3ccccc32)cc1	-4	8	-3	-27	-3	-14	0	8	0	-0.4
CCC1=C(OC(=O)N(CC)CC)N2C(=O)OC(=NCCc3c[nH]c4ccccc34)[C@]2(C)[C@H]2C1=CC[C@H]1C(=O)N(CC(=O)OC)C(=O)[C@H]12	-5	-4	11	-1	/	16	-1	-23	4	-0.8
Cc1nnsc1NC(=O)OCCCl	2	7	-1	11	3	4	-2	10	2	-0.1
CC(=O)c1cccc(NC(=O)CSc2ccc(-c3ccc4c(c3)OCO4)nn2)c1	-3	-4	-4	-13	-1	-4	3	6	-12	1.6
COC(=O)CCN(c1ccccc1)S(=O)(=O)c1cc(-c2cc(C)no2)ccc1OC	-10	-4	1	7	-4	-11	-1	1	1	-2.1
Cc1c(OCC(=O)OC(C)(C)C)ccc2c3c(c(=O)oc12)CCC3	-6	12	-1	2	-7	-9	-1	-21	13	-0.3
O=C(CN1C(=O)NC2(CCCCCC2)C1=O)N1CCN(c2ccc(F)cc2)CC1	-5	-6	-15	4	/	-3	5	/	2	2.7
COc1ccccc1-c1c(NC(=O)c2ccco2)n(C)c2ccccc2c1=O	/	4	3	1	-2	-6	/	-3	5	/

# Compound activity (PubChem BioAssay)
